Assay outcomes: PubChem, Broad Institute
FN deposit inh: fibronectin deposition inhibition; AH1F fibroblasts, Alexa488-fibronectin deposition fluorescence, overnight; inhibition, % at 12.6 µM; 350,000 compounds, 0.086% hits; AID 743247;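 active = mean inhibition across replicates of 30% or more, regardless of how many single replicates reach that level; inconclusive = mean under 30% yet at least half of replicates reach 30%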;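 note: positive control wells lacked labelled fibronectin entirely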
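Material: AH1F fibroblast monolayer depositing Alexa488-labelled fibronectin into matrix | Input: 10000 AH1F cells/well | Medium: DMEM plus 2% serum, read in PBS | Reagent: Alexa488-fibronectin, 24 nM final in well | Compound dosing: One dose per compound, pinned | Schedule: 1 h adhesion, overnight exposure | Measured by: Fluorescence at 485 nm excitation, 525 nm emission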
miR122 inh: inhibitors of miR-122 in Huh7 cells. Huh7 miR-122 Renilla luciferase sensor, 48 h; neutral wells = 0, positive control = 100. activation (reporter increase), % at 12.5 µM. 340,000 compounds, 0.3% hits;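 active = mean replicate activation score at least 90 and every replicate individually at or above 90; inconclusive = only one of the two criteria met; inactive = neither criterion met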;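 note: higher luciferase means less miR-122 activity so hits act as miR-122 inhibitors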
EWS-Fli block: blocks EWS/Fli oncoprotein-driven transcription; A673 NR0B1-luciferase reporter, viability-normalised; inhibition, % at 12.6 µM; 350,000 compounds, 0.67% hits; AID 651661;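 active = mean inhibition of at least 50% after viability correction, with every replicate also passing that limit; inconclusive = mean reaches 50% but only one of two replicates passes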;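 note: firefly luciferase signal divided by Alamar Blue viability fluorescence both relative to DMSO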
PGC1a acetyl inh: modulators of PGC1a acetylation; U2OS PGC1a acetylation, AlphaScreen anti-acetyl-lysine; with virally co-expressed GCN5 acetyltransferase; inhibition, % at 15.6 µM; 350,000 compounds, 0.17% hits;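 active = every replicate shows inhibition of at least 40%; inconclusive = mean inhibition at least 40% but some replicate below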;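 note: 0% = neutral control wells and 100% = positive control wells; some results beyond the cut were filed as inactive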
LGR2 inh: inhibitors of bursicon-induced Drosophila LGR2 receptor cAMP signaling | HEK293 LGR2, CRE-luciferase, bursicon-stimulated, 4 h | 380,000 compounds, 0.35% hits | inhibition, % at 9.99 µM | AID 720647;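 active = drop in luminescence signal, shown as inhibition above about 50% in the replicate tests, limit read from the data, passing the limit was not always enough; inconclusive = probably only some replicates passing the limit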;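 note: agonist challenge used bursicon conditioned medium at about half maximal strength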
Casp6 inh: inhibitors of human caspase-6; P55212; purified caspase-6, Z-VEID-R110 cleavage fluorescence; inhibition, % at 12.5 µM; 350,000 compounds, 0.53% hits; AID 686996;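 active = mean inhibition across replicates at least about 35%, with every replicate also reaching that limit, limit read from the data; inconclusive = only one of the two criteria met; inactive = neither criterion met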;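 note: 0% = median of neutral control wells and 100% = no fluorescence left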
Target sequence (P55212 24-179 limits assumed): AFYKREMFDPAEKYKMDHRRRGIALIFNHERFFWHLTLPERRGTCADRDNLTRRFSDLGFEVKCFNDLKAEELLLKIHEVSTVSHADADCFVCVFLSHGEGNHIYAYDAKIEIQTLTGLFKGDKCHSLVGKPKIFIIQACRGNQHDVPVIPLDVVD
Target sequence (P55212 194-293 limits assumed): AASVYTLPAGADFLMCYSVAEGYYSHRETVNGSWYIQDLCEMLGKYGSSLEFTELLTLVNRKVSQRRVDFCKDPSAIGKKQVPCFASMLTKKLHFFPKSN
Cneo AK release: Cryptococcus neoformans lysis via adenylate kinase release. C. neoformans lysis, adenylate kinase release luminescence, 4 h; normalised: neutral wells 0, clomiphene wells 100. lysis activity, % at 15 µM. 360,000 compounds, 0.2% hits. AID 651654;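 active = mean lysis activity across replicates of at least 80%, whatever share of replicates individually reach that level; inactive = mean lysis activity below 80%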
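Assay system: log-phase C. neoformans yeast / Quantity: yeast cell density of 5 × 10^6 cells/mL / Medium: fresh YPD growth medium / Compound: single dose / Timing: static 4 h at 37 °C with compound, 1 h detection / Measured by: adenylate kinase release luminescence / Read-out: lysis from increased AK signal / Benchmarks: Clomiphene as positive lysis control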
PAX8 inh HTS: PAX8 transcriptional activity inhibition; RMG-I TPO-luciferase reporter, SteadyGlo, 24 h; inhibition, % at 12.6 µM; 360,000 compounds, 1.2% hits;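 active = mean replicate inhibition at least 60% with every replicate also reaching 60%; inconclusive = only one of the two criteria is met; inactive = mean below 60% and not all replicates reaching 60%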;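 note: luciferase light reporting Pax8 driven TPO promoter activity; plate controls were median of neutral control wells for no effect and mitoxantrone controls for full effect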
The depositor's hits bear a star; ? = inconclusive; · = no result given; [ ] = remark or other dose.

entry	SMILES	FN deposit inh	miR122 inh	EWS-Fli block	PGC1a acetyl inh	LGR2 inh	Casp6 inh	Cneo AK release	PAX8 inh HTS
1	CN1CCN(Cc2cccc3ncccc23)CC1CCO (stereo unspecified)	-6	1	1	-17	-4	-3	4	-3
2	COc1ccc(NC(=O)CN2CCN(S(=O)(=O)N(C)C)CC2)cc1	-3	-1	9	·	-4	-1	-1	2
3	CCOC(=O)C(C)CC(C)C(=O)N1CCOCCOCCN(C(=O)C(C)CC(C)C(=O)OCC)CCOCC1 (stereo unspecified)	-1	-11	·	-1	·	·	-3	14
4	CCc1nc2ccccc2c(C(=O)Nc2cc(C)ccc2C)c1C	-3	·	-2	·	11	-3	-1	2
5	CCOc1cc(C(=S)N2CCOCC2)ccc1OC(=O)/C=C/c1ccc(OC)c(OC)c1	3	0	·	-10	7	·	0	-4
6	Cc1cccc(S(=O)(=O)N2C[C@@H]3[C@H](c4ccccc42)[C@@H](CO)N3C(=O)CC2CC2)c1	·	-8[16.7 µM]	-1	-6	14	-1	-2	7
7	COc1ccc(NC(=S)N2CCN(S(=O)(=O)c3ccc(C)cc3)CC2)cc1	4	·	·	·	10	0	-1	6
8	CCOC(=O)C1CCN(C(=O)c2cnn3c(C)cc(C)nc23)CC1	3	3	·	6	·	·	1	-10
9	COc1ccc(NC(=O)Nc2ccc3c(c2)C(=O)N([C@@H](C)CO)C[C@H](C)[C@@H](CN(C)C(=O)CCC(F)(F)F)OCCCC[C@H](C)O3)cc1	·	2[16.7 µM]	-6	-2	20	·	-1	-7
10	CC(NC(=O)/C=C/c1ccccc1)c1ccccc1 (stereo unspecified)	-5	1	-9	-4	32	4	2	7
11	O=C(Nc1cc(C(F)(F)F)ccc1-n1cncn1)c1ccc(-c2ccccc2)cc1	-1	0	·	-1	·	·	-2	1
12	O=C(N[C@H]1CC[C@H](CCNC(=O)C2CCCC2)O[C@@H]1CO)c1ccncc1	·	17[16.7 µM]	-1	-1	9	0	3	-4
13	O=C(C[C@@H]1C=C[C@@H](NC(=O)c2ccc3c(c2)OCO3)[C@@H](CO)O1)NC1Cc2ccccc2C1	-14	·	-2	-9	23	-2	23	7
14	COc1ccc(OC)c(CN2CCN(CC(=O)Nc3ccccc3C(=O)NC3CC3)CC2)c1	-1	-9	-3	-8	0	-3	1	3
15	COc1ccc(CN2C(=O)C(C)N(C(=O)c3c(F)cccc3F)c3ccccc32)cc1 (stereo unspecified)	-2	·	15	·	18	3	·	6
16	CCc1ccc(Nc2nnc(SCC(=O)NCCN3C(=O)CSC3=O)s2)cc1	12	-1	-30	-5	-9	2	·	-93
17	Cc1ccc(S(=O)(=O)N2[C@@H](c3ccc(Cl)cc3)C(C(=O)O)=CC[C@H]2c2cccc(C)c2)cc1	-5	·	-8	·	-5	3	1	-27
18	Cn1cccc1Cc1nnc(SCC(=O)NCC2CCCO2)n1C (stereo unspecified)	1	·	4	·	·	4	·	-13
19	NC(=O)CSc1cn(CCNC(=O)c2cccs2)c2ccccc12	-2	-4	-7	-1	-24	1	1	-13
20	C[C@@H]1CCCCO[C@H](CN(C)C(=O)Nc2ccc(F)cc2)[C@H](C)CN([C@@H](C)CO)C(=O)c2cc(NC(=O)c3ccccc3)ccc2O1	·	-7[16.7 µM]	3	1	-2	-1	-3	6
21	CC(C)CC#Cc1cnc2c(c1)C(=O)N([C@H](C)CO)C[C@H](C)[C@@H](CN(C)C(=O)Nc1cccc(F)c1)O2	·	-13[16.7 µM]	-1	-14	-5	-2	-4	0
22	C[C@@H]1CN([C@H](C)CO)C(=O)Cc2cc(NS(C)(=O)=O)ccc2O[C@@H]1CN(C)C(=O)Nc1ccc(C(F)(F)F)cc1	·	-5[16.7 µM]	-2	1	·	0	5	1
23	CC(C)CNC(=O)COc1ccccc1[N+](=O)[O-]	4	0	·	·	8	·	4	-5
24	Cc1cc(C)nc(NS(=O)(=O)c2ccc(NC(=O)COc3ccccc3)cc2)n1	3	15	·	6	·	·	-1	-13
25	O=C(C1=C[C@H](C2CC2)C[C@H](OCc2ccc(CO)cc2)O1)N1CCCCCCC1	·	·	10	-9	·	0	0	-3
26	O=C(N/N=C/c1sc(N2CCCCC2)nc1-c1cccs1)C1CC1	-4	-4	2	-9	-21	1	·	-24
27	CCCN(c1ccc(C)cc1)c1nc(=O)c2cccnc2s1	0	0	9	10	·	1	0	3
28	CC(C)C#Cc1cnc2c(c1)C(=O)N([C@@H](C)CO)C[C@@H](C)[C@H](CN(C)C(=O)Nc1ccc(F)cc1)O2	-5	3[16.7 µM]	-28	5	8	3	-1	-1
29	O=S(=O)(Nc1cccc2ccccc12)c1cccc2nonc12	10	1	1	1	-5	4	0	12
30	CCOC(=O)C1(Cc2cccc(OC)c2)CCCN(S(=O)(=O)N(C)C)C1 (stereo unspecified)	-3	4	-4	23	12	1	0	21

(listing goes on)
entry	SMILES	FN deposit inh	miR122 inh	EWS-Fli block	PGC1a acetyl inh	LGR2 inh	Casp6 inh	Cneo AK release	PAX8 inh HTS
31	O=C(NNC(=O)c1cccnc1)NC12CC3CC(CC(C3)C1)C2	2	-3	-2	7	-3	-5	2	-6
32	Cc1ccc(S(=O)(=O)N(C)c2ccc(OCC(=O)OCC(=O)N(CC#N)c3ccccc3)cc2)cc1	-12	·	1	·	7	1	·	11
33	OCCN1CCN(c2nc3ccccc3nc2-c2ccccc2)CC1	7	-2	5	-8	9	-1	·	2
34	CC1CCCC(N2CCN(C(=O)c3ccccc3F)CC2)C1 (stereo unspecified)	6	3	7	0	-6	0	0	-2
35	Cc1ccc(C(=O)OCC(=O)c2c(N)n(C)c(=O)n(C)c2=O)cc1S(=O)(=O)N1CCOCC1	-4	·	-3	-7	6	7	-3	7
36	CCOC(=O)C1=C(O)CSC1=Nc1cccc2ccccc12	9	-1	-2	14	2	-3	-2	27
37	O=C(NC1CCC1)[C@@H]1[C@@H](CO)[C@@H]2Cn3c(ccc(-c4ccc(F)cc4)c3=O)[C@@H]2N1Cc1ccccn1	·	·	10	·	-2	7	-1	·
38	CSc1ccccc1NC(=O)c1ccccc1	7	·	7	·	-10	2	·	21
39	O=C(NC1CC2CCCC(C1)N2C(=O)NC1CCCCC1)c1ccccc1 (stereo unspecified)	4	2	·	·	·	·	-1	2
40	Cc1cc(C)c(S(=O)(=O)N2CCOC2CNC(=O)C(=O)NCCN(C)C)c(C)c1 (stereo unspecified)	·	-1	·	-9	-7	-110	0	3
41	CC(C)n1cc(CN2CCC(Oc3ccc(C(=O)N4CCCC4)cc3)CC2)cn1	-28	0	-2	·	14	-8	-3	1
42	C=CCCC(=O)N1C[C@H]2CON(C)[C@H]2C[C@H]1c1cccc(Br)c1	-4	1	-3	15	-19	-4	0	-10
43	COC(=O)[C@H]1C[C@@]2(O)CN(S(=O)(=O)c3ccc(C)cc3)C[C@@]2(OC(=O)NC2CC2)C[C@H]1C(=O)OC	5	-2	-5	8	-9	1	1	-4
44	Cc1ccc(N2CC(C(=O)Nc3ccc(C)c(S(=O)(=O)N(C)C)c3)CC2=O)cc1 (stereo unspecified)	8	-7	12	-55	1	2	·	16
45	COc1ccc(CC(=O)Nc2ccc(C(N)=O)cc2)cc1	3	·	-17	-16	9	0	·	-2
46	Cn1c(N)c(C(=O)COC(=O)/C=C/c2ccc(Cl)c(Cl)c2)c(=O)n(C)c1=O	-6	·	1	4	2	·	0	·
47	S=C(Nc1ccc(Br)cc1Cl)Nn1cnnc1	·	·	-2	-11	18	1	·	-2
48	Cc1n[nH]c2ccccc2c1=O	3	22	-3	·	7	3	0	·
49	O=C(NCc1ccco1)c1cc2n(n1)C(C(F)(F)F)CC(c1ccc(Cl)c(Cl)c1)N2 (stereo unspecified)	0	6	·	5	·	·	4	21
50	C[C@@H]1CCCCO[C@H](CN(C)C(=O)Nc2ccc(C(F)(F)F)cc2)[C@H](C)CN([C@@H](C)CO)C(=O)c2cc(NS(=O)(=O)c3ccccc3)ccc2O1	-1	-5[16.7 µM]	3	-12	9	-2	1	?
51	O=C(COC(=O)c1ccc2ccccc2c1)NCc1ccccc1	-1	-1	10	2	-22	1	-1	-9
52	CO[C@@H]1CN(C)C(=O)c2cc(NS(=O)(=O)CC(F)(F)F)ccc2OC[C@@H](C)N(C)C[C@H]1C	·	4[16.7 µM]	-8	·	-12	1	-11	-15
53	COc1ccc(N2CCN(C(=O)c3cc(=O)c4cc(Cl)ccc4o3)CC2)cc1	-1	·	6	·	7	3	1	12
54	O=C(CSc1nc2scc(-c3ccccc3)c2c(=O)[nH]1)NC1CCCCC1	2	·	8	·	-23	·	·	-3
55	O=C(Nc1ccc(Cl)cc1)Nc1nnc(CSCc2ccccc2Cl)s1	·	·	5	-3	-10	-2	·	22
56	O=C(CSc1cccc[n+]1[O-])NC1CCCCCCC1	-2	-1	5	4	12	-4	·	3
57	C[C@@H]1CN([C@H](C)CO)C(=O)c2cc(NC(=O)C3CC3)ccc2O[C@@H]1CN(C)S(=O)(=O)c1ccccc1	1	-4[16.7 µM]	11	1	-3	-2	2	8
58	Cc1ccc(CSc2nc3ccccc3c(=O)n2C)cc1	5	-3	8	3	-1	2	0	13
59	C[C@@H]1CN([C@H](C)CO)C(=O)c2cccc(NC(=O)NC3CCCCC3)c2O[C@@H]1CN(C)Cc1ccccc1	·	7[16.7 µM]	-3	3	-11	-1	-3	-15
60	COc1cccc(C(c2sc3nc(C)nn3c2O)N2CCN(C(=O)c3ccco3)CC2)c1 (stereo unspecified)	-1	·	-3	·	7	3	-1	-18
61	Cc1ccc(NNC(=O)c2c(C)noc2C)cc1Cl	-3	5	7	2	1	-3	·	2
62	O=C(c1ccc(Cl)cc1)N1CCN(CCc2ccccn2)CC1	1	4	3	5	-13	0	-1	-24
